Screening data as filed in PubChem.
Dengue-2 NS5 capping: flavivirus cap methylation enzyme inhibition – biochemical, confirmation dose response, primary screen (AID 588689); 340,000 compounds, 0.3% hits; inhibition, % at 25 µM, or IC50 in µM where a hit was titrated; Dengue-2 NS5 methyltransferase capping enzyme assay, biochemical; higher % means a stronger effect; in the data active = a potency from the dose series; inconclusive = inhibition above about 29% without an active follow-up result
UTI89 phage lysis: protection from phage-mediated lysis, alamar blue read-out – E. coli UTI89, K1F phage, bacterial capsule biogenesis inhibitors (AID 488966). E. coli UTI89 K1F phage lysis, alamar blue, 2 h; higher % means a stronger effect. inhibition, % at 100 µM, or IC50 in µM where a hit was titrated. 340,000 compounds, 0.02% hits;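 active = phage lysis inhibition, versus mean bacterial control, above a set limit; inconclusive = no clear call, values can overlap the other calls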;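 note: capsule biogenesis inhibitors block K1F phage lysis so surviving cells raise fluorescence; higher fluorescence means more inhibition of phage lysis; actives were called in the ten point dose series up to 300 µM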
NTR1 ag: NTR1-driven beta-arrestin-GFP spot formation – imaging, U2OS cells, high content, primary screen (AID 493036) | agonist mode | activation, % at 20 µM | 330,000 compounds, 0.17% hits;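 active = activation at or above 40% of the spot to cytoplasm intensity ratio, with at least 20 cells analyzed; inconclusive = wells under 20 cells, flagged as cytotoxic or low count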;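 note: 0% = DMSO without peptide and 100% = 100 nM NTR1 peptide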
Target sequence (P30989 whole entry, looked up): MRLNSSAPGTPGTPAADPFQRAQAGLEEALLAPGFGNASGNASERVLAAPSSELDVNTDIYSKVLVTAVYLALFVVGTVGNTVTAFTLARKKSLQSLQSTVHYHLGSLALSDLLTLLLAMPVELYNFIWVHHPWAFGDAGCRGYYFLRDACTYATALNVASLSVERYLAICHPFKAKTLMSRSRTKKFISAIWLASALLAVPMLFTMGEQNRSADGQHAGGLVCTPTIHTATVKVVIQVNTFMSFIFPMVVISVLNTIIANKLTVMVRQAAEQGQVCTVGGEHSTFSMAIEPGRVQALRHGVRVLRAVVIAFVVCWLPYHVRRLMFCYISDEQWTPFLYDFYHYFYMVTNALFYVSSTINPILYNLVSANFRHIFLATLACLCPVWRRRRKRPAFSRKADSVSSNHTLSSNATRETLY
AID2073: inhibitors of Mint1-CaV2.2 protein interaction, biochemical, HTRF (AID 2073); HTRF protein-protein interaction, Mint1-CaV2.2; higher % means a stronger effect; inhibition, % at 20 µM; hits with a dose series show IC50 in µM; 290,000 compounds, 0.19% hits; in the data active = inhibition mostly above about 51%, no sharp cut-off; inconclusive = no clear call, values can overlap the other calls; inactive = mostly below about 53%; note: some results filed as inactive read as strong as hits
West Nile virus CPE: West Nile virus antiviral activity, cell-based, CPE readout (AID 1621); West Nile virus-infected cells, CPE inhibition; higher % means a stronger effect; CPE inhibition, % at 10 µM; hits with a dose series show IC50 in µM; 290,000 compounds, 0.02% hits; in the data active = a potency from the dose series; inconclusive = CPE inhibition mostly from about 3.7% at the one dose, without a potency; inactive = the rest, 99 in 100 with CPE inhibition below about 2.2%; note: strong numbers were not always called active
SV40 large T antigen: SV40 large T antigen inhibitors, biochemical (AID 1903). SV40 large T antigen ATPase/helicase inhibition assay; higher % means a stronger effect. inhibition, % at 20 µM, or IC50 in µM where a hit was titrated. 310,000 compounds, 0.39% hits; in the data active = a potency from the dose series; inconclusive = inhibition mostly from about 32% at the one dose, without a potency; inactive = the rest, 99 in 100 with inhibition below about 32%; note: strong numbers were not always called active
MgcRacGAP inhibition: MgcRacGAP GTPase-activating activity inhibitors, confirmation, biochemical, ADP Hunter fluorescence; 340,000 compounds, 0.6% hits; one-dose inhibition, % at 30 µM; IC50 in µM for titrated hits; MgcRacGAP-stimulated Rac1 GTP hydrolysis, ADP Hunter fluorescence; higher % means a stronger effect; GST-tagged Rac1 F28L mutant substrate;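 active = first-screen hits whose inhibition reached a set limit at any dose in the follow-up dose series; inconclusive = inhibition above the set first-screen limit but never retested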;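 note: fluorescence reports GDP produced by GAP-driven GTP hydrolysis; strong numbers were not always called active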
RSV antiviral HEp-2: inhibition of RSV-induced cytopathic effect – HEp-2 cells, primary 10 µM value included (AID 2391) | HEp-2 cells, RSV-induced CPE inhibition; higher % means a stronger effect | CPE inhibition, % at 10 µM; hits with a dose series show IC50 in µM | 310,000 compounds, 0.13% hits; in the data active = a potency from the dose series; inconclusive = CPE inhibition mostly from about 23% at the one dose, without a potency; inactive = the rest, 99 in 100 with CPE inhibition below about 21%; note: strong numbers were not always called active
SIAH1 antagonists: blockers of Siah-1 interaction with plectin peptide – biochemical, fluorescence polarization, rhodamine-plectin, uHTS, primary screen (AID 1817) | one-dose displacement, % at 20 µM; IC50 in µM for titrated hits | 290,000 compounds, 0.02% hits | Siah-1 / rhodamine-plectin peptide fluorescence polarization; higher % means a stronger effect;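 active = displacement of at least 50% at 20 µM, with a fluorescence ratio check between 0.3 and a set limit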;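 note: plate controls were Siah plus tracer with DMSO for no effect and tracer alone without Siah for full effect; strong numbers were not always called active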
NTR1 ag cell count 20 µM: also measured in NTR1 ag; calls as there; cell count; measured here: cell count, cytotoxicity flag
Dengue-2 NS5 capping pilot replicate: further read-out of Dengue-2 NS5 capping, marked with its call; inhibition, %; measured here: pilot screen replicate inhibition
* marks the source's active call; other numbers are inactive results; ? = inconclusive; . = not tested or not shown; [ ] = another dose, or the depositor's remark.

SMILES	Dengue-2 NS5 capping	UTI89 phage lysis	NTR1 ag	NTR1 ag cell count 20 µM	AID2073	West Nile virus CPE	SV40 large T antigen	MgcRacGAP inhibition	RSV antiviral HEp-2	SIAH1 antagonists	others
O=C(O)c1ccc(/C=C2\SC(=S)N(NC(=O)c3ccccc3[N+](=O)[O-])C2=O)cc1	7%	-1.2%[50 µM]	2.3	40	-2%	0.1%	2%	7%	0.0%	4%
CN(/C=C1/C(=O)CNC1=O)CCO	.	.	-0.2	92	4%	-0.2%	7%	.	2.2%	-5%
CCCP(=O)(CC(=O)O)c1ccccc1 (stereo not drawn)	2%	0.0%	0.6	57	-1%	0.3%	18%	2%	1.4%	-1%
C=CCn1c(COc2cccc3cccnc23)nnc1SCC(=O)OC	-6%	-0.2%	1.9	81	0%	2.0%	-4%	5%	1.0%	1%	Dengue-2 NS5 capping pilot replicate=-4.5
O=C(Cn1c(CC(=O)N2CCOCC2)nc2ccccc21)Nc1ccc2c(c1)OC(F)(F)O2	-6%	3.3%	3.5	46	0%	-0.9%	1%	8%	0.8%	-2%
N#Cc1c(NCc2ccccc2)ccnc1NCc1cccnc1	-1%	-0.2%	-0.3	71	6%	0.4%	8%	-2%	1.4%	0%
O=[N+]([O-])c1ccc(Cl)c(/C=N/N2CCN(Cc3ccccc3)CC2)c1	-1%	0.1%	4.0	104	-11%	-0.4%	-3%	9%	4.1%	-2%	Dengue-2 NS5 capping pilot replicate=0.6
COc1cc(-c2[nH]nc3c2C(c2ccoc2)C(C#N)=C(N)O3)cc(OC)c1OC (stereo not drawn)	3%	1.3%	1.6	28	8%	1.4%	-70%	13%	2.5%	1%
Cc1ccc(CNC(=O)COC(=O)CN2C(=O)C3CC=CCC3C2=O)cc1 (stereo not drawn)	-6%	0.8%[50 µM]	-0.9	56	.	.	.	4%	.	.
CC(C)[C@H](NC(=O)OC(C)(C)C)C(=O)NCC1CCC(C(=O)N[C@@H](Cc2ccccc2)C(=O)O)CC1 (stereo partly drawn)	4%	0.1%	2.4	92	5%	-0.5%	16%	9%	-0.1%	-2%
CCOC(=O)c1cc(-c2ccc(C)cc2)n(CCC(=O)NC(C)CC)c1C (stereo not drawn)	1%	-0.3%	2.2	97	-4%	-0.9%	3%	7%	0.1%	1%
COc1ccc(CCNC(=O)CSc2nc(C)nc3sccc23)cc1OC	-13%	0.1%	-0.1	69	-1%	-0.4%	11%	4%	6.0%	3%
CCC(=O)N1CCc2cc(S(=O)(=O)N(C)c3ccc(Br)cc3)ccc21	4%	0.1%	-0.2	96	14%	-0.3%	.	1%	.	-1%
COCCCn1nnnc1SCC(=O)Nc1nc2ccccc2s1	-4%	-0.8%	0.3	57	-4%	-0.5%	1%	0%	2.3%	13%
O=C(Cc1c[nH]c2ccccc12)Nc1nnc(C2CC2)s1	-5%	-0.1%	1.6	82	16%	-0.9%	-5%	14%	39µM*	-3%
Cc1ccc(/C=C/C(=O)Nc2ccc(S(N)(=O)=O)cc2)o1	-23%	0.3%	0.0	43	36%	0.6%	36%	15%	2.0%	5%
Cc1cccc(CN2CCC(Oc3ccc(C(=O)N4CCCCC4)cc3)CC2)c1	0%	0.7%[50 µM]	2.1	52	8%	-0.3%	-11%	5%	0.0%	-5%
CCOc1ccc(NC(=O)CC2C(=O)N(C)C(=S)N2Cc2ccco2)cc1 (stereo not drawn)	-2%	0.1%	-0.3	68	-18%	-0.3%	17%	4%	2.6%	12%
CCOC(=O)c1cc(-c2csc(-c3cccc(Cl)c3)n2)on1	2%	5.9%	1.4	51	10%	-0.2%	6%	8%	1.2%	0%
Cc1cc(C)c2oc(=O)cc(CN3CCN(Cc4ccccc4)CC3)c2c1	0%	1.4%[50 µM]	0.8	94	-8%	-1.0%	5%	10%	-0.8%	0%
COc1ccc(/C=N/NC(=O)Cn2c(Cc3ccc(OC)c(OC)c3)nc3ccccc32)cc1	5%	1.4%	-1.8	53	-6%	0.2%	1%	0%	2.8%	4%
O=C(NCCC1CCCCN1S(=O)(=O)c1ccccc1)C(=O)Nc1ccc(F)cc1 (stereo not drawn)	4%	2.4%[50 µM]	0.0	61	.	.	11%	9%	1.8%	.
CC1CCN(CC(=O)Nc2ccc(N3CCCCCC3)cc2)CC1	-14%	0.3%	1.3	50	-28%	-1.2%	9%	?	-3.3%	0%
CC(=O)N1CCN(C(=O)c2ccco2)CC1	-4%	0.3%	-0.5	51	16%	0.5%	0%	9%	0.8%	2%
CC(C)n1nnc(-c2ccc(OCc3ccccc3F)cc2)n1	-5%	0.3%	0.4	53	2%	-0.9%	27%	4%	?	1%

(cont.)
SMILES	Dengue-2 NS5 capping	UTI89 phage lysis	NTR1 ag	NTR1 ag cell count 20 µM	AID2073	West Nile virus CPE	SV40 large T antigen	MgcRacGAP inhibition	RSV antiviral HEp-2	SIAH1 antagonists	others
CN(c1ccc(C(=O)NCC2CCCO2)cc1)S(=O)(=O)c1ccccc1 (stereo not drawn)	-4%	0.2%	-0.9	62	-1%	-0.2%	6%	12%	0.2%	5%
CCOCCCNC(=O)c1c[nH]c2ccc(C)cc2c1=O	-7%	-1.9%	-0.4	79	9%	0.8%	5%	8%	0.3%	2%
O=C(CCNC(=O)Cn1ccc2ccccc2c1=O)NCCCN1CCN(c2ccc(F)cc2)CC1	0%	-0.9%	-1.4	56	6%	-0.7%	2%	14%	1.6%	-2%
COc1ccccc1N1CCN(c2nc3c(C)cccn3c(=O)c2C=O)CC1	-1%	2.7%	1.7	61	-4%	2.0%	16%	7%	6.9%	-6%
Fc1ccc(Nc2nc(Oc3ccc4c(c3)OCO4)nc(N3CCOCC3)n2)c(F)c1	5%	0.5%	5.0	92	5%	-0.9%	10%	3%	3.5%	-3%
O=C(NCC1CCCO1)c1cc(S(=O)(=O)N2CCCC2)c(Cl)cc1Cl (stereo not drawn)	-3%	0.2%	2.4	35	-7%	-0.5%	-4%	3%	0.1%	-2%
CC(C)OC(=O)COc1ccc(-c2ccccc2)cc1	-5%	4.1%	-1.0	51	12%	0.1%	13%	9%	1.6%	2%
O=c1c2ccccc2nnn1CSc1nc2ccccc2c(=O)n1CCCO	-7%	0.4%	1.2	41	-7%	-1.0%	8%	5%	5.9%	13%
FC(F)(F)c1nnc2sc(-c3ccco3)nn12	6%	0.7%	0.8	77	17%	0.2%	5%	4%	3.0%	0%	Dengue-2 NS5 capping pilot replicate=-1.1
COc1ccccc1CNC(=O)N[C@@H](Cc1ccccc1)C(=O)O	3%	0.8%	1.8	35	-3%	0.3%	-9%	10%	1.8%	4%
OCCNCCCCOc1ccccc1F	-1%	0.2%	0.8	45	-3%	0.3%	14%	10%	0.3%	1%
CC(C)C(NC(=O)c1ccc(Cl)c([N+](=O)[O-])c1)C(=O)NCc1ccccn1 (stereo not drawn)	-5%	0.0%	1.5	60	.	.	.	-2%	.	.
O=C(CCn1c(=O)sc2ccccc21)Nc1ccon1	-2%	0.3%	-1.3	49	7%	-0.2%	6%	-1%	0.9%	0%
Cc1ccc(S(=O)(=O)NC(C)C(=O)N2CCOCCOCCOCC2)cc1 (stereo not drawn)	-11%	-0.1%	-1.3	45	-1%	0.4%	6%	2%	1.7%	5%
Cc1ccc(S(=O)(=O)N2C(=O)[C@@H]3Cc4ccccc4CN3C2=O)cc1	5%	0.1%	-0.9	78	14%	0.1%	.	7%	.	3%
COc1ccc2c(c1)C(=O)N(c1ccc(C)cc1)C(=O)C2	-8%	-0.9%[50 µM]	5.1	54	12%	0.3%	0%	7%	3.5%	-2%
CC1=C(C(=O)Nc2ccccc2)C(c2cccs2)C(C#N)=C(SCC#N)N1 (stereo not drawn)	-23%	6.2%	0.8	63	-3%	.	9%	3%	1.9%	-6%
O=C(CN1CCN(S(=O)(=O)c2ccc(Br)cc2)CC1)N/N=C/c1ccncc1	-1%	-2.0%[50 µM]	0.4	63	8%	-0.1%	5%	-2%	0.6%	-7%
c1cc(Nc2ncnc3sc4c(c23)CCC4)ccn1	8%	0.2%	-0.7	70	40%	0.6%	7%	8%	0.4%	-2%
O=C(NCCOCCOCCNC(=O)c1cccnc1)c1cccnc1	14%	0.9%	-6.3	114	-6%	0.3%	9%	-3%	2.3%	5%
O=C(Nc1ccc(OCC(F)(F)C(F)F)c(C(F)(F)F)c1)c1ccc(Cl)cc1	-6%	3.3%	7.2	64	.	?	.	6%	3.6%	.
O=C1OCCN1C(=O)[C@H]1[C@H](c2ccccc2)C(c2ccccc2)=NN1c1ccccc1	-8%	0.1%	0.9	38	.	.	.	6%	.	.	Dengue-2 NS5 capping pilot replicate=2.4
CN(C)C(=O)Cn1cc(S(=O)(=O)Cc2ccccc2)c2ccccc21	-3%	0.3%	-0.8	63	2%	0.1%	9%	12%	0.6%	1%
CC(C)(C)NS(=O)(=O)c1ccc(CCC(=O)NCc2cccnc2)cc1	-1%	0.1%	1.3	53	-5%	1.8%	3%	6%	-1.5%	-5%
O=C(N/N=C/c1ccco1)c1ccc(N2CCCC2=O)cc1	-2%	0.7%	-0.3	65	8%	-0.6%	13%	9%	2.1%	2%

The list goes on.
SMILES	Dengue-2 NS5 capping	UTI89 phage lysis	NTR1 ag	NTR1 ag cell count 20 µM	AID2073	West Nile virus CPE	SV40 large T antigen	MgcRacGAP inhibition	RSV antiviral HEp-2	SIAH1 antagonists	others
CCOC(=O)c1c(CSc2ccccc2)n(C)c2ccc(O)c(CN3CCN(C)CC3)c12	4%	-0.2%	-1.6	133	17%	-0.7%	8%	12%	3.6%	19%
CCCCc1ccc(NS(=O)(=O)c2c(C)n(C)c(=O)n(C)c2=O)cc1	-1%	3.1%	-1.8	57	11%	-0.4%	13%	7%	1.5%	-3%
O=C(O)CN1CCCC1=Nc1ccccc1	-13%	-3.3%	0.8	59	-2%	0.2%	9%	1%	.	-2%
CCCc1nnc(NC(=O)C2CC(=O)N(CCc3ccc(F)cc3)C2)s1 (stereo not drawn)	4%	-0.1%	0.5	52	-10%	-0.4%	7%	8%	1.8%	24%
CCc1nnc2sc(-c3ccc(NC(=O)c4ccc5c(c4)OCCO5)cc3)nn12	0%	0.9%	2.7	38	41%	1.5%	5%	11%	6.9%	4%
CCCCn1nc(C(=O)O)ccc1=O	-12%	-0.5%	0.4	82	-6%	0.0%	9%	5%	0.7%	-2%
O=C(Nc1nccs1)C1CC=CCC1 (stereo not drawn)	1%	0.1%	-1.2	52	5%	-0.7%	3%	0%	1.4%	-3%
C=CCN1C(=O)C2(OCCCO2)c2cc(C)ccc21	2%	0.4%	-0.4	64	21%	0.2%	26%	11%	0.2%	0%
Cc1ccc(SCc2cn3ccccc3n2)cc1	-8%	0.7%	5.7	37	-1%	0.1%	13%	-3%	.	5%
